Cardiac RTF inh = cardiac RTF calcium desensitization; P19429+P45379; inhibition, % at 7.15 µM; IANBD-labeled cardiac RTF, Ca2+ fluorescence; hit rate 0.12% among 340,000;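 active = inhibition above the mean inhibition of all tested compounds plus 3 SD, cut at about 17% in these data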;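 note: assay run at fixed EC70 calcium of 1.6 mM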
C-LANA FP = KSHV C-LANA DNA binding inhibition; MBP-C-LANA/FAM-LBS DNA binding, fluorescence polarization; inhibition, % at 9 µM; hit rate 0.078% among 340,000;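 active = highest replicate inhibition at or above 60% at 9 µM, even if other replicates fall short; inactive = all replicates below 60% inhibition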;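 note: 0% = neutral control wells and 100% = 4 µM acridine orange control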
CAL PDZ FP-1 = blocks peptide binding to human CAL PDZ domain; Q9HD26; purified CAL PDZ, TMR-peptide fluorescence polarization, 1 h; inhibition, % at 20 µM; hit rate 0.02% among 330,000; AID 504414;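 active = highest replicate inhibition of at least 40%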;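 note: plate controls were DMSO neutral control wells for no effect and unlabeled competitor peptide control wells for full effect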
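Material: tagged CAL PDZ domain; buffer or medium: 25 mM sodium phosphate pH 7.4, 150 mM NaCl, TCEP, IgG, Thesit; compound dosing: single point, 20 µM; schedule: 1 h incubation at room temperature before polarization reading; measured by: FP readout, S and P plane fluorescence; read-out basis: percent inhibition from loss of millipolarization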
Rtt109 HAT inh = blocks Candida albicans Rtt109/Vps75 acetyltransferase activity; inhibition, % at 34.9 µM; AID 540336; purified Rtt109/Vps75, ThioGlo CoA-SH fluorescence, 4 h; hit rate 0.16% among 330,000; Q5AAJ8;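 active = inhibition of at least 50% in every replicate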
Target sequence (Q5AAJ8 whole entry, looked up): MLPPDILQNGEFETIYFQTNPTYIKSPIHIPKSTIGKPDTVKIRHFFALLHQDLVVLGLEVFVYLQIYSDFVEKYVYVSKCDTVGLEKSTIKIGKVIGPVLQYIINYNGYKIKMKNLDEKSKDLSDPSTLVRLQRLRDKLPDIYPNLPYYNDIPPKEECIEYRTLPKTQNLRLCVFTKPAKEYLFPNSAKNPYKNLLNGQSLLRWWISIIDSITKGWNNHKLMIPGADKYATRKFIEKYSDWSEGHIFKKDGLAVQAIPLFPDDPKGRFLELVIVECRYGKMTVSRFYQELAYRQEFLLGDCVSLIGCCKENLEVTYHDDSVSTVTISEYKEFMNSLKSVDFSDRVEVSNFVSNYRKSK
PKA-R2B act = PKA-R2B complex activation; P22694+P31323; PKA-R2B holoenzyme dissociation, Cy5-IP20 fluorescence polarization; R2B truncated from residue 108, S112A mutant; 0% DMSO only, 100% 113 µM cGMP; activation, % at 11.4 µM; hit rate 0.079% among 340,000; AID 504700;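 active = activation above a cutoff set at the mean over all compounds plus 3 SD, cut at about 18% in these data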;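 note: higher means more holoenzyme dissociation and a rise in polarization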
Keap1 Nrf2 FP = inhibitors of human Keap1-Nrf2 protein-protein interaction. Keap1 Kelch-Nrf2 peptide fluorescence polarization, 1536-well. inhibition, % at 9.4 µM. hit rate 0.15% among 340,000; in the data active = inhibition above about 12%;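 note: human Keap1 Kelch domain with fluorescein labeled Nrf2 9mer peptide probe; 0% = neutral control wells and 100% = peptide positive control; higher means more block of Keap1 binding to Nrf2 peptide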
Target sequence (Q14145 whole entry, looked up, the tested form may be a part): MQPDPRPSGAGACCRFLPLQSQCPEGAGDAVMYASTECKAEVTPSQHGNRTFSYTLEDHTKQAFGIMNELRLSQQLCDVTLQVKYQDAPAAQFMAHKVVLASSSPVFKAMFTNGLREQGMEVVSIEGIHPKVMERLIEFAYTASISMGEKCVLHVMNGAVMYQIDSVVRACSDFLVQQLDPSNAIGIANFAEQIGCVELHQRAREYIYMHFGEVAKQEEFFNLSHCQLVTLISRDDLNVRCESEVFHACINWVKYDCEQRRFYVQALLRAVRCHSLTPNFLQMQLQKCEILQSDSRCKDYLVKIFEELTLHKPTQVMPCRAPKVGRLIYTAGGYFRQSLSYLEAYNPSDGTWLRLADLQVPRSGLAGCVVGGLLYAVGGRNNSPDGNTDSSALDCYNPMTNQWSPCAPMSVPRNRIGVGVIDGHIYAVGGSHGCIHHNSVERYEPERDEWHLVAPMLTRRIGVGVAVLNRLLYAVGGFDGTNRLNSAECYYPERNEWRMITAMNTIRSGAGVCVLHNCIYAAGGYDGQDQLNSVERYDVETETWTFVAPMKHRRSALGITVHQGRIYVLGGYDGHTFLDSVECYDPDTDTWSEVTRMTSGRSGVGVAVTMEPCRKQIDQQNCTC
DAGLB inhibitor = blocks human DAGLB lipase activity; Q8NCG7; HEK293T DAGLB membrane lysate, EnzChek fluorogenic substrate; hit rate 0.059% among 340,000; inhibition, % at 5.17 µM; AID 504411; in the data active = inhibition above about 34%;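 note: 0% = enzyme with vehicle and 100% = wells lacking enzyme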
SR-BI DiI-HDL act = SR-BI HDL lipid transfer activation; hit rate 0.096% among 320,000; CHO ldlA[mSR-BI] cells, DiI-HDL uptake fluorescence, 3 h; 100 = double the neutral-control signal; AID 504775; activation, % at 12.5 µM;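 active = mean replicate activation of at least 60% and every replicate at or above 60%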;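 note: 0% = median plate neutral-control signal and 100% = twice that signal; values of inactives mirror those of a sister screen read the other way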
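Test system: SR-BI-overexpressing, LDLR-lacking CHO cells. Measured by: DiI fluorescence, bottom read. Medium: Ham's F12 with 0.5% BSA, HEPES 25 mM, pH 7.4. Timing: 3 h uptake period with compound, 37 °C.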
cardiac RTF act = increases calcium sensitivity of human cardiac regulated thin filaments; hit rate 0.24% among 340,000; activation, % at 7.2 µM; IANBD-labeled TnC RTF fluorescence at EC20 calcium; 0% EC20 calcium, 100% full calcium; P19429+P45379;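 active = activation above the mean over all tested compounds plus 3 SD, cut at about 30% in these data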;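 note: rise in fluorescence read as greater calcium sensitivity of cardiac thin filaments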
CAL PDZ FP-2 = CAL PDZ (human) peptide binding inhibition. inhibition, % at 24.9 µM. hit rate 0.92% among 300,000. purified CAL PDZ, TMR-peptide fluorescence polarization, 1 h. AID 602252;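 active = mean inhibition of at least 30% with at least half of replicates also reaching 30%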;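 note: 0% = DMSO neutral control and 100% = excess unlabeled competitor peptide PRC23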
* marks the source's active call; other numbers are inactive results; x = not tested or not shown.

SMILES	Cardiac RTF inh	C-LANA FP	CAL PDZ FP-1	Rtt109 HAT inh	PKA-R2B act	Keap1 Nrf2 FP	DAGLB inhibitor	SR-BI DiI-HDL act	cardiac RTF act	CAL PDZ FP-2
COCCCNC(NC(=O)c1ccc(Cl)cc1)C(Cl)(Cl)Cl (centres undefined)	-9	0.1	-0.1	3	-7	-1	-2	19	-4	-3
O=C(CCc1c[nH]c2ccccc12)NCc1ccc2c(c1)OCO2	-5	-0.1	-0.2	-4	-5	3	4	-17	-2	0
COc1ccc(Oc2nnnn2-c2ccccc2)cc1	-8	1.0	-0.9	-31	15	-1	-1	-6	8	-1
O=C(COC(=O)COc1ccc(Cl)cc1)Nc1ccc2c(c1)OCCO2	-3	-0.6	-3.5	0	19*	-8	-4	3	-1	x
CCN(CC(=O)NCc1cccs1)C(=O)CCC(=O)c1ccc(F)cc1	-16	-0.9	-2.2	1	2	-5	1	7	-3	-6
Cc1cccc(NC(=O)c2ccc(C3SCC(=O)N3CCc3ccccc3)cc2)c1C (centres undefined)	13	-0.9	-0.3	10	6	2	-1	-60	-4	-2
COc1ccc(NS(=O)(=O)c2ccc(-c3coc(C)n3)cc2)cc1OC	-8	-0.5	-2.7	-2	11	2	-1	12	1	-3
Cc1ccc(NC(=O)C(=O)c2cn(CC(=O)N3CCCCC3)c3ccccc23)cc1	-24	2.1	-2.0	12	-10	0	-8	-3	-2	-4
Cc1cc(C(=O)N2CCN(c3ccccn3)CC2)no1	-4	-1.8	-1.0	5	1	-2	-1	15	3	2
COC(=O)c1ccccc1NC(NC(=O)c1ccco1)C(=O)c1ccccc1 (centres undefined)	-10	1.1	x	8	-8	3	1	-10	-3	0
CC(=O)c1cc(C#N)c(SCC(=O)O)nc1C	8	-0.7	-0.5	9	-15	-7	0	12	-1	-1
CCOC(=O)C1CCN(C(=O)CNC(=O)OC(C)(C)C)CC1	-18	1.6	0.3	9	4	-9	0	6	6	x
CCCCCC(O)(CCN1CCCCC1)c1ccccc1 (centres undefined)	-4	0.7	-1.1	x	-7	-1	-1	-9	5	3
Cc1ccc(N(C(=O)c2csnn2)C(C(=O)NCc2ccccc2)c2ccccn2)cc1 (centres undefined)	6	0.1	-2.0	14	9	-2	-2	-7	-4	8
Cc1ccc(C(=O)OC(C)C(=O)NC2CCCCC2C)cc1S(=O)(=O)N1CCCCC1 (centres undefined)	-12	-1.9	-2.1	3	7	-3	0	-31	1	-1
CCN(C(=O)CSc1nc2cc(C(=O)OC)ccc2c(=O)n1Cc1ccco1)c1cccc(C)c1	-4	-0.8	-2.8	9	2	-2	-5	-43	-3	x
COC(=O)c1c(C(=O)OC)n(CCCN)c2ccc(C)cc12	-10	-2.1	-0.2	-5	2	-3	2	-4	0	3
CCC(=O)N/C=C/n1cnc2cc(C(F)(F)F)ccc21	-2	1.2	-5.0	-10	-5	-3	-7	27	-5	-2
COC(=O)c1ccc(NC(=O)CN2CCN(S(=O)(=O)c3cc(Cl)ccc3OC)CC2)cc1	-1	0.6	-1.3	6	-10	-2	0	-21	1	0
Cc1cccc2nc(-c3ccco3)oc(=O)c12	-4	1.8	0.1	4	6	1	1	6	-2	-7
COc1ccc(OC)c(NC(=O)Cn2c(CCC(=O)O)ccc2-c2cccs2)c1	-2	1.9	0.1	-4	1	-1	0	9	-6	7
COc1ccccc1-c1nnc(SCC(=O)Nc2ccc(N3CCOCC3)cc2)n1N	-1	6.5	-0.6	1	0	2	3	18	3	-4
CCCCOC(=O)C1=C(C)Nc2ncnn2C1c1cc(OC)ccc1OC (centres undefined)	-6	-0.2	-1.1	12	4	3	2	-5	1	-2
Cc1nc(C)n(CC(=O)c2ccc(Cl)cc2Cl)n1	2	-0.1	-0.5	-3	-2	4	0	x	-2	-3
CN1CCC2(CC1)N=C(c1ccc(F)cc1)C(=S)N2C(=O)c1ccc(C(C)(C)C)cc1	-2	-0.1	-0.5	5	-2	1	4	28	0	7

Single records, as listed above. Values in the order: Cardiac RTF inh | C-LANA FP | CAL PDZ FP-1 | Rtt109 HAT inh | PKA-R2B act | Keap1 Nrf2 FP | DAGLB inhibitor | SR-BI DiI-HDL act | cardiac RTF act | CAL PDZ FP-2
Listed for COC(=O)c1ccccc1NC(NC(=O)c1ccco1)C(=O)c1ccccc1 (centres undefined) = -10 | 1.1 | x | 8 | -8 | 3 | 1 | -10 | -3 | 0
Listed for Cc1cccc(NC(=O)c2ccc(C3SCC(=O)N3CCc3ccccc3)cc2)c1C (centres undefined) = 13 | -0.9 | -0.3 | 10 | 6 | 2 | -1 | -60 | -4 | -2
Listed for CCN(C(=O)CSc1nc2cc(C(=O)OC)ccc2c(=O)n1Cc1ccco1)c1cccc(C)c1 = -4 | -0.8 | -2.8 | 9 | 2 | -2 | -5 | -43 | -3 | x

Further entries.
SMILES	Cardiac RTF inh	C-LANA FP	CAL PDZ FP-1	Rtt109 HAT inh	PKA-R2B act	Keap1 Nrf2 FP	DAGLB inhibitor	SR-BI DiI-HDL act	cardiac RTF act	CAL PDZ FP-2
O=C1N(Cc2ccccc2)CCCC12CCCN(Cc1ccccc1)C2=O	-3	2.2	x	3	-4	-5	-5	6	-3	-3
O=C(Nc1cccc(O)c1)c1cc(-c2ccco2)on1	-1	0.7	-3.5	-15	-9	-2	-2	9	-7	-5
COc1ccccc1-n1c(SC)nc2c(sc(=S)n2-c2ccccc2)c1=O	3	-1.4	-0.2	-3	8	4	-3	6	3	2
CCCCNC(=S)N(C)/N=C/c1ccc(F)cc1	3	-0.4	-0.6	3	-13	-2	-14	-21	5	-3
O=C(c1ccc(Cl)cc1)N1CCC(O)(CSc2ccc(Cl)cc2Cl)CC1	-2	0.3	-0.4	11	-1	-2	0	6	3	3
CCNc1nc(NC(C)C)nc(N(C#N)CCOc2ccccc2)n1	3	-0.2	x	2	-11	0	-3	x	10	-5
O=C(NCCn1ccc2ccccc21)c1ccc(S(=O)(=O)N2CCOCC2)cc1	-6	-0.9	-0.6	-6	-7	-3	-1	-16	-1	-1
Cc1ccc(-c2nnc(SCC(=O)N/N=C/c3c(C)nn(-c4ccccc4)c3C)n2-c2ccccc2)cc1	-16	0.3	-1.9	1	-6	-3	2	-63	-2	-4
CC(C)(C)c1ccc(C(=O)NCCCNC(=O)c2ccco2)cc1	-1	-0.7	-1.9	7	-8	-2	0	7	-3	-8
CCOC(=O)c1ccccc1NC(=O)CN(c1ccccc1OCC)S(C)(=O)=O	-9	3.8	-1.1	-6	5	-1	-1	-6	2	-5
COc1ccc2cc(C(=O)C3CCCN(C(=O)c4cnn(C(C)C)c4)C3)ccc2c1 (centres undefined)	-6	0.1	-2.7	-1	-8	-2	-7	12	10	-4
CC1CC(C)CN(C(=O)C2CCCN(c3ncnc4c3nc3n4CCCCC3)C2)C1 (centres undefined)	-4	0.7	-1.9	2	2	-5	-3	x	-3	1
O=c1cc(-c2ccc(O)cc2)oc2cc(O)c([C@@H]3O[C@H](CO)[C@@H](O)[C@H](O)[C@H]3O)c(O)c12	1	0.8	0.3	-5	11	-4	-1	17	11	15
OC1=C(O)c2nc3cc(C(F)(F)F)ccc3nc21	-2	1.1	0.2	-1	0	-11	4	6	3	x
Cc1ccccc1NC(=O)Cc1nnc(SCc2ccc(Cl)c(Cl)c2)n1C	-14	0.4	-1.7	2	8	1	0	2	1	x
Cc1ccc(CC(=O)NNC(=O)c2cccs2)cc1C	-7	-1.0	0.3	5	-4	-1	0	1	6	-3
CN(C)C(=O)CSc1nc2ccccc2n1Cc1ccccc1	0	4.5	-0.3	-3	2	-7	1	15	-4	-2
Cc1nnc(NC(=O)CN2CCN(Cc3c(Cl)cccc3Cl)CC2)s1	-9	12	0.1	-6	5	-1	0	14	5	3
Cc1ccc(S(=O)(=O)N2CCOCC2)cc1NC(=O)CSc1nnc2cc(C)c3ccccc3n12	-1	-1.8	1.0	5	-12	-5	-3	-16	1	-2
Cc1ccn(CCC(=O)NC2CC(C)(C)Cc3c2cnn3-c2ccccc2C)n1 (centres undefined)	1	0.5	-3.3	-1	-10	-3	0	13	-6	-1
CCCn1nnc2ccccc2c1=O	-6	-0.4	0.8	-7	4	-3	-1	-4	-3	-1
O=C(Cc1ccccc1)N1CCN(c2ncccn2)CC1	-3	-1.1	0.0	-2	-1	-4	-2	16	-1	3
Cc1cc(-c2csc(N)n2)c(C)n1-c1ccccc1	-15	-1.0	-2.5	4	-14	-1	8	-33	-11	-2
CCC(CC)c1nnc(NC(=O)CS(=O)(=O)c2ccc(C)cc2)s1	-22	0.2	-0.2	-1	-1	-2	0	3	-6	-3
Nn1c(SCC(=O)Nc2ccc(F)cc2)nnc1-c1ccccn1	-2	-0.4	-1.3	-1	-6	-2	2	-5	4	-4
The results go on.
SMILES	Cardiac RTF inh	C-LANA FP	CAL PDZ FP-1	Rtt109 HAT inh	PKA-R2B act	Keap1 Nrf2 FP	DAGLB inhibitor	SR-BI DiI-HDL act	cardiac RTF act	CAL PDZ FP-2
CNC(=O)c1ccccc1NC(=O)c1c(O)c2c([nH]c1=O)CCCC2	-9	-3.4	-0.3	6	-8	-3	3	6	-4	1
Cc1cc(C(=O)O)c(CCCN)s1	-14	-0.6	-4.8	4	1	-4	-2	29	5	25
Cc1ccc(S(=O)(=O)N2CCN(C(=O)CCC(=O)Nc3ccc(Br)c(C)c3)CC2)cc1	-1	0.1	-1.5	2	-4	6	-1	5	-2	-3
CN(C)/C=C/c1c(C#N)c(=O)ncn1Cc1ccccc1	-7	1.4	-0.2	0	6	-4	-3	-24	0	x
CN1C(=O)CSc2ccc(NC(=O)NCCC3=CCCCC3)cc21	-2	-2.8	-1.7	-11	-3	-2	3	-28	-16	-2
O=C(COC(=O)c1cccnc1Cl)NCc1ccco1	3	0.2	0.3	-2	-4	-3	2	21	2	1
O=C(COC(=O)c1cc(Br)ccc1O)NCC1CCCO1 (centres undefined)	-15	1.4	-0.7	5	-2	3	1	14	-5	x
O=C1CC(N2CCN(c3ccc(S(=O)(=O)N4CCOCC4)cc3)CC2)C(=O)N1Cc1ccccc1 (centres undefined)	9	1.8	-2.4	1	0	1	1	-5	-8	-5
CN(C)CCOC(=O)CCCCCCCCC(=O)OCCN(C)C	-1	0.0	0.1	-4	8	-5	0	16	2	19
Cc1ccc(N(C(=O)c2ccc(Br)o2)C2C=CS(=O)(=O)C2)cc1 (centres undefined)	-3	0.1	-0.6	9	-4	-7	-2	1	6	x
O=S1(=O)N=C(c2ccccc2)C=C(c2ccccc2)N1	-3	0.0	-1.2	-21	-10	3	5	13	-3	-2
Cc1cc2c(c(=O)n1Cc1ccccn1)C(c1ccc3c(c1)OCO3)C(C#N)=C(N)O2 (centres undefined)	-6	-1.1	-2.8	3	-5	-6	0	x	3	-5
O=C(c1ccco1)N1CCN(C(=S)Nc2ccccc2C(F)(F)F)CC1	4	-0.3	-0.2	-9	-8	-2	2	0	-6	-4
OCCN1CCN(c2nc(-c3ccccc3O)nc3ccccc23)CC1	-3	-3.7	x	0	-1	4	0	1	-8	-3
O=C(O)CCN=CC1=C(O)CC(c2ccccc2)CC1=O (centres undefined)	-16	-1.3	-2.0	-22	-2	-4	2	5	0	4

Source: PubChem BioAssay (several laboratories)

Not a hit list. Share with any hit: about 1.6%.
